aDG glyco act = activators of alpha-DG glycosylation, primary screen, uHTS, Pro5-aDG cells, AlphaScreen. alpha-DG glycosylation AlphaScreen (IIH6); 0% Pro5, 100% B10-LARGE cell signal. activation, % at 10 µM. 360,000 tested, 0.22% active. AID 624168, 2012;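 active = activation of at least 8% versus controls, or a plate z-score of at least 8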;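 also: Pro5 are CHO cells carrying HIG-tagged alpha-DG that lacks glycosylation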
N-glyco inh = increase of ERlucT glycosylation luciferase signal, primary screen, N-linked glycosylation inhibitor project, D54 ERlucT cells, luminescence, set 2 | D54 ERlucT glycosylation luciferase reporter, 24 h; percent of 100 nM tunicamycin response | AID 588692, 2011 | reporter increase, % at 12.5 µM | 360,000 tested, 0.23% active;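 active = mean luciferase reporter signal, scaled so untreated is 0 and the glycosylation-blocking control 100, at or above a set limit in every replicate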;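 also: luciferase carries N-glycosylation sites so blocking glycosylation raises the light; 0% = median of neutral control wells and 100% = median of 100 nM tunicamycin wells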
ABHD5 PLIN5 PPI = ABHD5-PLIN5 interaction inhibitors, primary screen, cell lysate, split luciferase complementation, luminescence. 360,000 tested, 0.78% active. Split G. princeps luciferase complementation, 4 h. inhibition, % at 4 µM. AID 602281, 2012;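 active = inhibition above the mean inhibition across every tested compound plus 3 SD, cut at about 22% in these data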;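 also: 0% = DMSO only wells and the 100% control is not disclosed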
MC4R barr agon = MC4R agonists recruiting beta-arrestin, primary screen, cell-based, luminescence, agonist arm of biased-ligand search. U2OS MC4R beta-arrestin complementation; percent of melanotan II response, DMSO zero. activation, % at 8.9 µM. AID 540308, 2011. 360,000 tested, 0.98% active;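 active = activation above a per-plate cutoff, the mean activation of sample wells on that plate plus 3 SD, cut at about 8% in these data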
Target sequence (P32245 whole entry, looked up): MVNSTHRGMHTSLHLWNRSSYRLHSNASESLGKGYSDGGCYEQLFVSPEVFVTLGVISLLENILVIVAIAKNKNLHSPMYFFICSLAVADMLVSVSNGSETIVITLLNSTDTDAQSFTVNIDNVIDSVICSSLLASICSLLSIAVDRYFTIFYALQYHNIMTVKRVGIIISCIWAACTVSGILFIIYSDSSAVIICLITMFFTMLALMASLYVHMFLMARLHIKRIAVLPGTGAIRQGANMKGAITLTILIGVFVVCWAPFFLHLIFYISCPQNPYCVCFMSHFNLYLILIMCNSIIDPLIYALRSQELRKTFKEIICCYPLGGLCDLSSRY
NOD2 RIPK2 PPI = NOD2-RIPK2 binding disruptors in cells, primary screen, fluorescence, CHO cells, BLA complementation; 360,000 tested, 0.38% active; inhibition, % at 4.98 µM; CCF4 ratio; Receptor-interacting serine/threonine-protein kinase 2 (Homo sapiens), O43353; in the data active = inhibition above about 21%;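 also: 0% = vehicle only and 100% = reference blocker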
Target sequence (O43353 whole entry, looked up): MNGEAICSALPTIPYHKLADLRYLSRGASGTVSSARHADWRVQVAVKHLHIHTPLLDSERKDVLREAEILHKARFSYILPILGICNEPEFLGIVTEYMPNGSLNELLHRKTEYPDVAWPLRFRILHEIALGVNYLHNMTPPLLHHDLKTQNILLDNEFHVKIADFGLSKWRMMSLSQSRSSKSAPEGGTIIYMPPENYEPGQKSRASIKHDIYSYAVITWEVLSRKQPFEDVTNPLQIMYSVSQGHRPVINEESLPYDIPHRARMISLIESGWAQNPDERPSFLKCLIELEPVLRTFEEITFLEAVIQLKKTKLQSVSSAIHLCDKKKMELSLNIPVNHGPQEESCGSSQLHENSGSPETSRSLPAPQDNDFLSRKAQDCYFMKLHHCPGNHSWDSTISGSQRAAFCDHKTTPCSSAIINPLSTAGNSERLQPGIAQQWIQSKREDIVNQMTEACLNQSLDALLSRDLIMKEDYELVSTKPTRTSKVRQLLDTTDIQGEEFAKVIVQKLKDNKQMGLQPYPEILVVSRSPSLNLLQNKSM
ABCB6 inh 2 = ABCB6 transporter inhibitors, primary screen, K562-ABCB6 cells, flow cytometry, MLPCN library. K562-ABCB6 porphyrin accumulation, 1 h; hits give low values. fluorescence ratio to DMSO, % at 10 µM. 360,000 tested, 0.19% active. AID 602162, 2011;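 active = fluorescence ratio to DMSO below 75%, the collection mean minus 3 SD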;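 also: signal is porphyrin accumulated inside mitochondria; 100% equals median channel fluorescence of DMSO control wells; lower ratio means ABCB6 inhibition with less porphyrin fluorescence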
Exocytosis inh = LAMP-1 surface exposure blockers, TALL-104 cells – cell-based, flow cytometry, MLPCN library, primary screen. TALL-104 LAMP-1 surface exposure; cells stimulated with thapsigargin and PMA. inhibition, % at 10 µM. 360,000 tested, 0.66% active. AID 651702, 2012;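 active = inhibition above about 55%, limit read from the data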
MC4R antagonist = MC4R antagonists of cAMP signaling, primary screen, cell-based, TR-FRET, antagonist arm of biased-ligand search. MC4R-expressing cells, MTII-stimulated cAMP, LANCE TR-FRET. inhibition, % at 6.5 µM. 360,000 tested, 0.48% active;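 active = inhibition above its plate's cutoff, the mean of tested wells on that plate plus 3 SD, cut at about 29% in these data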;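 also: 0% = Melanotan II alone and 100% = Melanotan II plus saturating MCL0020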
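Assay system: U2OS cells stably expressing human melanocortin 4 receptor (MC4R) / Dosing: 6.5 µM / Timing: compound 30 min, challenge 1 h, detection 1 h / Measured by: Eu-cAMP/anti-cAMP TR-FRET, emission 671 nm / Replicates: singlicate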
TLR9-MyD88 block = inhibitors of TLR9-MyD88 association in cells, primary screen, cell-based, CHO, BLA complementation, fluorescence | Toll-like receptor 9 (Homo sapiens) + Myeloid differentiation primary response protein … | CCF4 FRET ratio | inhibition, % at 4.98 µM | 340,000 tested, 0.21% active;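 active = inhibition above the mean over all tested compounds plus 3 SD, cut at about 21% in these data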;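 also: 0% = DMSO only wells and 100% = clavulanate BLA inhibitor control wells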
Vif inh = HIV Vif self-association inhibitors, primary screen, imaging, HEK293T, single point; inhibition, % at 7.49 µM; HEK293T cells, Vif self-association by quenched fluorescence, 24 h; AID 602346, 2012; 340,000 tested, 0.35% active; in the data active = inhibition above about 50%, passing the limit was not always enough; also: some results filed as inactive read as strong as hits
* hit, by the source's call; . = not tested or not shown.

SMILES	aDG glyco act	N-glyco inh	ABHD5 PLIN5 PPI	MC4R barr agon	NOD2 RIPK2 PPI	ABCB6 inh 2	Exocytosis inh	MC4R antagonist	TLR9-MyD88 block	Vif inh
CCCCC(CCC(=O)Nc1ccccc1C(=O)OCC)C(=O)O (configuration not stated)	-0.1	-1	1	-1.1	1	100	-3	11	-4	-6
Cc1cc(=O)oc2cc(OCC(=O)OCC(=O)N3CCC(C)CC3)ccc12	-0.2	1	-5	-3.1	-6	101	-3	2	-11	-6
CCOc1ccccc1N(C(=O)Nc1cccc(Cl)c1)C1=NC(C)CS1 (configuration not stated)	1.0	-1	2	-2.2	-19	99	1	-6	-20	38
Cc1cccn2c(CNCCc3ccccn3)c(C(=O)N3CCOCC3)nc12	0.0	0	-4	-0.9	1	101	-7	17	-1	3
CC(=O)N1CCN(c2ccc(S(=O)(=O)N3CCOCC3)cc2[N+](=O)[O-])CC1	-0.2	2	-1	-1.6	-8	96	1	5	-1	14
O=c1[nH]cnc2c1ncn2-c1ccc(N(CCO)CCO)cc1	-0.1	3	-2	0.2	1	91	0	4	-6	-12
CCOC(=O)C1=NN(C(=O)COc2ccccc2)C(O)(c2ccc(Br)cc2)C1 (configuration not stated)	0.1	1	0	0.0	1	95	2	8	-12	13
Cc1ccc(S(=O)(=O)N2[C@@H](c3ccccc3F)C(C(=O)O)=CC[C@H]2c2cccs2)cc1	-0.1	1	-2	0.1	-4	101	4	7	2	.
COc1ccc(C(=O)N/C=C/n2cnc3cc(C(F)(F)F)ccc32)cc1	0.0	1	-1	6.5	5	101	-2	14	-2	0
Cc1occc1C(=O)NNC(=O)c1ccc(F)cc1	0.2	1	-1	-2.0	-9	106	-1	4	-2	-1
Cc1ccc(N(CC(=O)NC2CCC(C)CC2)S(=O)(=O)c2cccnc2)cc1 (configuration not stated)	0.0	-1	-3	0.1	-2	108	2	4	-3	2
Cc1ccc(NC(=O)CCc2c(C)nn(-c3ccc(N4CCOCC4)nn3)c2C)cc1	-0.2	2	0	2.2	-6	109	0	-1	-3	-5
C=CCSc1nnc(NC(=O)C23CC4CC(CC(NC(C)=O)(C4)C2)C3)s1	-0.1	1	1	-0.5	-16	99	0	0	-6	4
N/C(=N\N=C/c1ccc(Br)cc1)N/N=C\c1ccc(Br)cc1	0.1	-1	-3	7.4	-2	94	63*	3	-15	0
O=C(CN1C(=O)NC2(CCc3ccccc32)C1=O)Nc1c(Cl)cccc1Cl (configuration not stated)	0.1	-1	6	-1.3	6	94	6	11	-10	-1
Cc1cc(Cl)ccc1OCC(=O)Nc1cccc(S(=O)(=O)NC2=NCCCCC2)c1	-0.2	-3	-4	-1.3	5	101	1	23	-14	-8
COc1ccccc1CCNC(=O)C(=O)NCC1OCCN1S(=O)(=O)c1ccccc1 (configuration not stated)	-0.1	-1	6	-1.5	8	95	-1	1	-24	-2
COc1ccc(NC(=O)CN2C(=O)NC(C)(C3CC3)C2=O)cc1S(=O)(=O)N1CCCCC1 (configuration not stated)	0.1	-1	-2	-0.8	-5	99	-1	-3	-1	9
Clc1ccc(OCCn2c(-c3ccco3)nc3ccccc32)cc1	0.8	-3	13	-0.9	9	98	4	2	-7	-11
COc1ccc(C(=O)NCC(=O)N/N=C/c2ccc([N+](=O)[O-])o2)cc1OC	0.4	14	6	-1.5	4	99	32	-5	-8	14
O=C(Nc1cc(C(F)(F)F)ccc1N1CCOCC1)c1ccc2ccccc2n1	0.1	2	-4	-0.7	-14	89	0	3	-14	-13
COc1ccccc1N(CC(=O)NCc1ccco1)S(=O)(=O)c1ccc(C)cc1	0.4	-1	7	0.2	0	99	1	5	-1	5
CCC1CN(C(=O)N2CCC(C(=O)NCc3ccccc3OC)CC2)c2ccccc2O1 (configuration not stated)	0.5	-2	-2	-2.3	-6	94	6	21	-14	-1
COC1=CC(=O)c2c(ccc3ncnc(N)c23)C1=O	-0.2	-20	55*	-3.1	-7	161	88*	-33	2	5
COC(=O)Cc1ccc(OCc2ccc(Cl)nc2)cc1	1.1	-2	-6	-2.1	-11	96	4	10	4	-3
CC1Cc2ccccc2N1C(=O)CSc1nnc(-c2ccc(S(=O)(=O)N3CCCC3)cc2)n1C (configuration not stated)	-0.1	-1	-3	-1.2	7	96	5	0	4	-5
CSCC[C@H](NC(=O)N1CCn2c1nc1ccccc12)C(=O)NCc1ccc(F)cc1	-0.3	3	2	-0.3	-10	100	7	9	4	12
CCCn1cc(NC(=O)c2cc3n(n2)C(C(F)(F)F)CC(c2ccccc2)N3)cn1 (configuration not stated)	0.2	-3	1	-2.1	-4	98	3	4	0	0
CCOC(=O)N1CCN(C(=O)CCN2C(=O)/C(=C\c3ccc(OC)c(OC)c3)SC2=S)CC1	0.8	1	2	-1.0	-12	101	-4	-2	-3	2
CCOC(=O)c1cnc2ccc(OCC)cc2c1NCc1ccccc1OC	0.4	-5	-1	1.7	-8	99	30	48*	-14	-5
O=C(Nc1nccs1)C1CCCCN1S(=O)(=O)c1ccccc1 (configuration not stated)	0.0	-3	6	1.3	-2	90	-1	-6	4	-1
Clc1cccc(N2CCN(CCCN3CCN(c4ccccc4)CC3)CC2)c1	0.4	-1	0	-0.4	-7	96	19	-3	2	6
COc1ccc(C(=O)c2c(C(F)(F)F)oc3c2C(=O)c2ccccc2C3=O)cc1OC	5.7*	-18	3	0.3	1	115	22	-6	-6	-3
Cc1noc(C)c1-c1ccc(C(=O)Nc2ccc(C(C)C)cc2)c2occc12	0.6	-5	-9	4.2	12	96	2	14	.	-6
CCc1ccc(NCCC(=O)c2ccc(Br)cc2)cc1	1.3	1	-1	1.2	-8	95	1	6	-2	3
O=C(C1CC(Cl)CN1S(=O)(=O)c1ccc(Cl)cc1)N1CCOCC1 (configuration not stated)	-0.2	1	3	-1.7	3	101	-2	5	-9	1

Whole records as entered above:
`COc1ccc(C(=O)c2c(C(F)(F)F)oc3c2C(=O)c2ccccc2C3=O)cc1OC` is listed with aDG glyco act = 5.7*; N-glyco inh = -18; ABHD5 PLIN5 PPI = 3; MC4R barr agon = 0.3; NOD2 RIPK2 PPI = 1; ABCB6 inh 2 = 115; Exocytosis inh = 22; MC4R antagonist = -6; TLR9-MyD88 block = -6; Vif inh = -3
`O=C(Nc1nccs1)C1CCCCN1S(=O)(=O)c1ccccc1` (configuration not stated) is listed with aDG glyco act = 0.0; N-glyco inh = -3; ABHD5 PLIN5 PPI = 6; MC4R barr agon = 1.3; NOD2 RIPK2 PPI = -2; ABCB6 inh 2 = 90; Exocytosis inh = -1; MC4R antagonist = -6; TLR9-MyD88 block = 4; Vif inh = -1

The results go on:
SMILES	aDG glyco act	N-glyco inh	ABHD5 PLIN5 PPI	MC4R barr agon	NOD2 RIPK2 PPI	ABCB6 inh 2	Exocytosis inh	MC4R antagonist	TLR9-MyD88 block	Vif inh
COc1ccc2cc3cc(C(=O)N4CCN(c5ccccn5)CC4)oc3nc2c1	-0.1	1	-1	1.7	-12	96	-2	0	2	21
C=CCc1cc(/C=C2/NC(=O)N(CC)C2=O)cc(OCC)c1OCc1ccc(C(=O)O)cc1	0.0	-2	0	0.6	-4	93	-5	3	11	-3
Cc1cc(C)nc(Nc2n[nH]c(COc3ccc(Cl)cc3)n2)n1	0.2	-1	-1	5.7	4	95	1	-4	-2	8
Cc1sc2ccccc2[n+]1CCC(C)S(=O)(=O)[O-] (configuration not stated)	-0.1	-1	1	2.4	-8	91	2	3	-4	-6
CCN1CCCC1CNC(=O)CCc1nnc(CCC2CCCCC2)o1 (configuration not stated)	-0.2	-1	2	-3.0	-8	95	-2	-6	-10	-7
CCN1CCN(C(=O)c2ccc3c(Cl)c4c(nc3c2)CCCC4)CC1	1.0	-2	8	-1.2	-6	97	0	1	-13	5
CNC(=O)c1c(NC(=O)c2cccc(C)c2)sc2c1CCC2	0.0	5	6	0.9	-6	102	10	-1	-2	-12
C#CCOCCOCCOCCNc1nc(N2CCN(C(=O)Cn3cc(CCO)nn3)CC2)nc(N2CCN(C(=O)[C@H]([C@@H](C)O)n3cc(CCCCN)nn3)CC2)n1	0.3	0	-5	-1.5	-14	103	10	5	-3	-3
c1ccc(Cc2noc(CN3CCN(Cc4ccc5c(c4)OCO5)CC3)n2)cc1	-0.4	2	-3	0.5	-1	100	-1	7	-11	8
CCN(C[C@H]1N[C@@](Cc2ccccc2)(C(=O)OC)[C@H]2C(=O)N(Cc3ccccc3)C(=O)[C@@H]12)C(=O)Nc1ccc(C)cc1	-0.1	3	4	0.1	6	90	0	14	4	-12
Cc1cccc(N/C=C/C(=C(C#N)C#N)N(C)C)c1	0.1	-6	-1	1.3	1	103	-2	-2	-2	-7
N#Cc1sc(C(N)=O)c(-c2ccccc2)c1-c1ccccc1	-0.1	2	-2	-3.4	-6	98	2	8	0	9
CCOC(=O)c1c(C=O)c(C)n(Cc2ccccc2)c1C	-0.1	-2	2	-2.6	-2	94	2	-7	1	1
CN(C(=O)CSCC(=O)O)C1CCCCC1	0.1	2	-1	-2.5	-12	99	-3	1	3	5
O=C(NC(O)C(=O)c1ccccc1)c1ccc(F)cc1 (configuration not stated)	-0.1	-2	3	-0.6	0	82	-21	1	-2	-5
COc1ccc(NC(=O)CN(C)C(=O)c2ccc(NS(=O)(=O)c3ccc(C)c([N+](=O)[O-])c3)cc2)cc1	-0.2	1	-12	-3.1	-7	99	-4	15	1	.
Cc1nnc(NC(=O)c2ccc(S(=O)(=O)N3CCCCC3)cc2)s1	-0.1	0	-1	-2.7	-6	100	-4	2	0	-10
COc1ccc(C(=O)/C=C/Sc2nc3ccccc3o2)cc1	-0.1	21	5	-0.8	-7	93	31	4	7	9
COc1ccc(NC(=O)C2CCOC2=O)cc1 (configuration not stated)	-0.1	1	-5	1.5	1	96	1	1	-6	-4
O=C(CN1CCN(c2ccccc2)CC1)NC(=O)NCc1ccccc1	0.1	-2	-1	14*	-1	101	4	5	-8	-8
COCCOn1c(SCCOC)nc2ccccc2c1=O	0.0	1	-4	0.7	6	102	-3	4	-3	4
COc1ccc2c(c1)C(c1ccc(N3CCOCC3)cc1)=NNC(c1cccnc1)=N2	-0.2	1	1	1.5	9	98	-4	13	-6	1
CCN(CC)CCN(C(=O)c1ccc2c(c1)OCCO2)c1nc2c(Cl)cccc2s1	-0.1	1	2	-1.6	-9	100	1	4	3	-4
c1ccc(C(c2nnnn2C2CCCCC2)N2CCc3ccccc3C2)nc1 (configuration not stated)	-0.3	1	-3	-0.4	-7	107	-1	4	1	18
CCN(CC)c1ccc(NC(=O)COC(=O)CCc2cc(OC)c(OC)c(OC)c2)cc1	-0.3	2	-6	0.7	-5	98	-2	4	-2	.

Some of the compounds tested, so the mix of outcomes need not match the whole.
